Source: PubChem BioAssay
Rpn11 block: Rpn11 (PSMD14) deubiquitinase inhibitors, primary screen, biochemical, fluorescence polarization, uHTS. human 26S proteasome, Ub4-pepOG fluorescence polarization; 20S core pre-blocked with epoxomicin. hit rate 0.59% among 360,000. 26S proteasome non-ATPase regulatory subunit 14 (Homo sapiens), O00487. calls only at 20 µM;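 active = inhibition at 20 µM, scaled to each plate's controls, above about 33%, limit read from the data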
Scp-1 inhibitor: Scp-1 phosphatase inhibitors, primary screen, biochemical, colorimetric, uHTS; Carboxy-terminal domain RNA polymerase II polypeptide A small phosphatase 1 (Homo …; Recombinant Scp1, phosphopeptide, malachite green phosphate absorbance; inhibition, % at 20 µM; hit rate 0.88% among 340,000;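 active = inhibition above about 50% at 20 µM, limit read from the data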;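 also: plate controls were DMSO wells with enzyme for no effect and wells lacking enzyme for full effect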
Target sequence (Q9GZU7 76-261 limits assumed): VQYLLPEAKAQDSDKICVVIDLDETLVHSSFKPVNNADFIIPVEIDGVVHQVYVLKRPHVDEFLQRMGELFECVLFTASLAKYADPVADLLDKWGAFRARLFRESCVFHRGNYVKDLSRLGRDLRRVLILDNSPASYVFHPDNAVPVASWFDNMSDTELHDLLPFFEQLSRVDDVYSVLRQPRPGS
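Times: enzyme reaction 45 min at room temperature, colour 5 min, stabilisation 30 min. Material: SCP-1 catalytic fragment, aa 76-261. Medium: Acidic Tris acetate buffer with magnesium and detergent. Signal: colorimetric free-phosphate detection, absorbance 630 nm. Read-out basis: % inhibition of SCP-1 phosphate liberation. Reagent: Phosphorylated 17-residue peptide substrate.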
DNMT1 block: human DNMT1 methyltransferase inhibitors, primary screen, biochemical, molecular beacon, fluorescence, HinP1I cleavage, uHTS | inhibition (reported as % activation of signal), % at 10 µM | DNA (cytosine-5)-methyltransferase 1 (Homo sapiens), P26358 | hit rate 0.83% among 360,000; in the data active = inhibition above about 50%
STEP block: STEP phosphatase inhibitors, primary screen, biochemical, fluorescence intensity, uHTS; hit rate 0.25% among 360,000; inhibition, % at 20 µM; recombinant STEP, OMFP fluorogenic substrate; AID 588621, 2011; Tyrosine-protein phosphatase non-receptor type 5 (Homo sapiens), P54829;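 active = inhibition at 20 µM, scaled per plate between control wells, above about 37%, limit read from the data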;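 also: 0% = DMSO with enzyme and substrate and 100% = substrate only without enzyme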
Target sequence (P54829 whole entry, looked up): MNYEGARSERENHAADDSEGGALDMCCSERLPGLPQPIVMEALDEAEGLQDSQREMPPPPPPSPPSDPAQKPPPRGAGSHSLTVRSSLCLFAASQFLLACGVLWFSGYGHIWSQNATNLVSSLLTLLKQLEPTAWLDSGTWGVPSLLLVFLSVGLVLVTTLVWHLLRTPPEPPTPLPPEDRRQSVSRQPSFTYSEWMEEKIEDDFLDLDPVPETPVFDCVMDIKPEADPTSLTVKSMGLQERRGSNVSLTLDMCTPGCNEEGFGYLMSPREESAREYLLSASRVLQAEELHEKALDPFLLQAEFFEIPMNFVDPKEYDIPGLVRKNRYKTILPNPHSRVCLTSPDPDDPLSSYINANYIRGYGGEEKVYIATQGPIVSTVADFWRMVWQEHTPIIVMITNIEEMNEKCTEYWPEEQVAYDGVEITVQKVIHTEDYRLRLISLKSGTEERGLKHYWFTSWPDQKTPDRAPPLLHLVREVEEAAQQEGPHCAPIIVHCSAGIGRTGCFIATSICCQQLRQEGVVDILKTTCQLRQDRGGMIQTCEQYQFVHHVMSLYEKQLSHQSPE
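material = STEP tyrosine phosphatase | reagent = fluorogenic phosphatase substrate OMFP at 25 µM final | doses = single compound dose of 20 µM, 1% DMSO final | schedule = 20 min reaction, room temperature, in the dark | measured by = fluorescence, 480/540 nm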
Tb MetRS inh: T. brucei MetRS inhibitors, primary screen, biochemical, luminescence; methionyl-tRNA synthetase (Trypanosoma brucei brucei); hit rate 0.4% among 360,000; inhibition, % at 11.9 µM; purified T. brucei MetRS, ATP depletion, Kinase-Glo luminescence;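 active = inhibition above a per-plate cutoff of the control wells' mean inhibition plus 3 SD, cut at about 5.5% in these data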;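 also: 0% = DMSO wells median and 100% = median of wells with control inhibitor compound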
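System: purified T. brucei MetRS enzyme / Detection: Kinase-Glo luciferase luminescence reporting remaining unconsumed ATP / Medium: HEPES buffer with MgCl2, KCl, DTT, spermine, BSA, pyrophosphatase / Replication: singlicate, one well per compound / Evaluation: percent inhibition relative to median high and low control wells / Schedule: 2 h aminoacylation at 25 °C after 15 min preincubation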
CSN deneddyl inh: inhibitors of CSN-mediated cullin deneddylation, primary screen, biochemical, fluorescence polarization, uHTS | Purified CSN, SCF-Nedd8-OG deneddylation | hit rate 0.38% among 360,000 | inhibition, % at 12.5 µM | COP9 signalosome complex subunit 5 (Homo sapiens), Q92905;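 active = pattern-corrected inhibition above about 35%, with an unprinted fluorescence ratio check between 0.5 and 1.5, limit read from the data, passing the limit was not always enough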;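 also: 0% = enzyme with substrate and 100% = substrate without enzyme; some results filed as inactive read as strong as hits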
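Material: purified human Csn5 enzyme expressed in HEK293T cells / Medium: Tris buffer pH 7.5, NaCl, DTT, Tween-20, trehalose, ovalbumin / Compound dosing: 12.5 µM single point / Schedule: 90 min incubation of compound, enzyme and substrate at room temperature / Signal: fluorescence polarization of the substrate / Control set: no-enzyme wells high, enzyme-with-substrate wells low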
SUMO1-SIM PPI: modulators of SUMO1 protein-protein interactions, primary screen, biochemical, uHTS | hit rate 0.33% among 360,000 | Small ubiquitin-related modifier 1 (Homo sapiens), P63165 | SUMO1 binding to a labelled peptide, TR-FRET, 1 h | inhibition, % at 20 µM; in the data active = inhibition above about 37%
MsrA inhibitor: bovine MsrA enzyme inhibitors, primary screen, biochemical, absorbance, HTS; purified bovine MsrA, absorbance read-out; AID 651718, 2012; inhibition, % at 15.5 µM; hit rate 0.75% among 360,000; Methionine sulfoxide reductase A (Bos taurus); in the data active = inhibition above about 4.5%;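 also: 0% = vehicle wells with enzyme and 100% = reference inhibitor wells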
NadD inh: inhibitors of S. aureus NadD, primary screen, biochemical, colorimetric, uHTS. inhibition, % at 20 µM. purified NadD enzyme, colorimetric absorbance read-out. hit rate 0.78% among 360,000. AID 602399, 2012; in the data active = inhibition above about 26%; also: some compounds past the cut are filed as inactive
LMPTP block: LMPTP phosphatase inhibitors, primary screen, biochemical, fluorescence intensity, uHTS; AID 651560, 2012; hit rate 0.22% among 360,000; inhibition, % at 20 µM; Low molecular weight phosphotyrosine protein phosphatase (Homo sapiens), P24666; recombinant LMPTP-A, OMFP fluorogenic substrate;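 active = compounds that cut the enzyme signal by at least half of the control window in the single-dose screen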;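 also: plate controls were DMSO wells with enzyme plus substrate for no effect and substrate without enzyme for full effect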
Target sequence (P24666 whole entry, looked up): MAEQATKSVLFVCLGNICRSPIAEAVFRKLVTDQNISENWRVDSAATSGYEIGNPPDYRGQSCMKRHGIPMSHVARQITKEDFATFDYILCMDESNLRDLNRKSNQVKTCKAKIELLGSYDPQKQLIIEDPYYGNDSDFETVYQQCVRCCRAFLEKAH
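material = LMPTP-A | quantity = 0.625 nM enzyme | reagent = OMFP substrate, 400 µM final | buffer or medium = Bis-Tris pH 6.0, DTT, detergent | detection = endpoint fluorescence intensity from OMFP dephosphorylation | dosing = single 20 µM dose | read-out basis = % inhibition relative to no-enzyme and uninhibited control wells | control set = no-enzyme and uninhibited controls | timing = 50 min at room temperature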
An asterisk follows results filed as active; i = inactive; nt = not tested or not shown.

Order of values: Rpn11 block	Scp-1 inhibitor	DNMT1 block	STEP block	Tb MetRS inh	CSN deneddyl inh	SUMO1-SIM PPI	MsrA inhibitor	NadD inh	LMPTP block
- COc1ccc(NC(=O)C2CCN(Cc3cnn(-c4ccccc4)c3-n3cccc3)CC2)cc1OC
  i	-3	-4	1	-1.3	-3	1	0.2	0	-1.3
- O=C1CCC(C(=O)Nc2ccc(Cl)cc2)N1 (configuration not stated)
  i	-14	0	-2	0.0	-3	-1	-1.1	2	-0.1
- CN1CCn2cnc(C(=O)N3CCN(c4ccccc4)CC3)c2C1=O
  i	nt	5	0	-0.4	1	2	-0.6	-6	-1.3
- COc1ccccc1C(=O)NC(CCSC)C(=O)N1CCN(C(C)=O)CC1 (configuration not stated)
  i	-4	2	2	0.3	1	-1	-0.9	0	-1.4
- C[C@H](CO)N1C[C@H](C)[C@@H](CN(C)Cc2ccc(Cl)c(Cl)c2)Oc2c(NC(=O)C3CCOCC3)cccc2C1=O
  i	-11	-2	0	-1.6	-3	6	-0.4	-3	-2.9
- CC(C)CC(O)(c1ccccc1)C(CN1CCOCC1)c1ccccc1 (configuration not stated)
  i	-6	10	-3	0.0	-7	4	-1.3	-2	0.1
- Cc1ccc(S(=O)(=O)N2CCN(C(=O)n3ccnc3)CC2)cc1
  i	-1	4	-2	-0.5	-2	1	0.8	-1	-0.6
- O=C(Cn1nc(-c2ccccc2)nc1-c1ccccc1)OC1CCCCC1
  i	-11	2	4	-0.8	2	-2	-0.2	1	4.0
- COc1ccc2c(=O)c(C(=O)O)c(-c3ccc4c(c3)OCO4)n(C)c2c1
  i	-2	-3	-1	-0.3	-4	4	1.7	0	-2.2
- Cc1csc(NC(=O)c2ccc(C)c([N+](=O)[O-])c2)n1
  i	-9	-3	-1	-0.3	-9	-20	2.7	-2	-0.8
- Cc1ccc(C(NC(=O)Nc2ccccn2)C(Cl)(Cl)Cl)cc1F (configuration not stated)
  i	-3	3	-1	0.4	-3	0	-0.3	2	2.2
- O=c1c2cc(F)ccc2sn1-c1ccc(F)cc1
  i	81*	-8	2	-0.2	-1	2	nt	7	-1.5
- CCNC(=S)NCc1ccc(OC)c(OC)c1
  i	-4	0	8	0.8	-8	3	-0.6	-3	-0.4
- COc1ccc(C2=NOC(Cn3nc(-c4ccccc4)cc3C(=O)NCc3cccc(Br)c3)C2)cc1 (configuration not stated)
  i	-11	-7	-2	-0.3	5	3	1.6	-1	5.6
- CCC1(c2ccccc2)NC(=O)N(CC(=O)NNC(=O)c2ccc(F)cc2)C1=O (configuration not stated)
  i	21	0	-3	-0.1	3	3	-0.5	8	-0.2
- COCCn1c(N)c(C(=O)c2cccc(S(=O)(=O)N3CCCCCC3)c2)c(=O)[nH]c1=O
  i	0	4	2	0.0	0	3	0.5	3	-1.1
- CC(C)CN(C(=O)CN1C(=O)NC(c2ccccc2)(c2ccccc2)C1=O)C1CCS(=O)(=O)C1 (configuration not stated)
  i	-8	0	-3	-0.2	-4	4	0.1	5	-0.4
- CC1Sc2ccc(S(=O)(=O)CCC(=O)N3CCCC3)cc2NC1=O (configuration not stated)
  i	-5	3	-1	0.5	-1	4	-1.2	5	-1.2
- Clc1ccc(SCCCCN2CCOCC2)cc1
  i	-8	14	-1	-0.6	2	-3	0.0	-3	-0.6
- COc1cccc(NC(=O)COC(=O)Cc2ccccc2[N+](=O)[O-])c1
  i	-7	-1	-2	-0.7	-4	-8	-1.4	-7	0.2
- COC(=O)c1ccc(OC)c(-c2c(OC)cc(OC)cc2OC)c1
  i	-8	1	2	0.2	3	3	-1.8	-2	-0.2
- O=C(CSc1nn(-c2ccc(F)cc2)c(=S)s1)NC(=O)NCc1ccco1
  i	15	10	-4	-1.2	7	3	0.3	3	3.8
- Cc1ccc(S(=O)(=O)NCCC(=O)NC2CCCCC2)cc1
  i	-3	0	0	-0.1	-5	-1	-0.5	7	1.7
- O=C(CN1C(=O)COc2ccccc21)N(CCCN1CCOCC1)CC1CC=CCC1 (configuration not stated)
  i	11	-2	-2	0.0	2	1	nt	0	-0.8
- Cc1nc2ccccc2c(=O)n1-c1ccc(F)c(NS(=O)(=O)c2ccccc2F)c1
  i	-4	-1	2	-0.1	-8	24	-0.6	0	-0.3
- Cc1ccccc1C(=O)NC(CC(C)C)C(=O)Nc1ccc(S(N)(=O)=O)cc1 (configuration not stated)
  i	2	13	-6	-0.1	2	-4	-2.0	-10	0.4
- c1ccc2[nH]c(N3CCOCC3)nc2c1
  i	-2	0	0	-1.3	6	1	-0.8	0	-0.3
- COc1ccc(C)cc1S(=O)(=O)N1CCC(C(=O)N2CCN(C)CC2)CC1
  i	1	2	0	-0.4	-18	1	0.3	-5	-2.1
- COc1cc(NC(=O)COC(=O)/C=C/c2c(C)nn(C3CCS(=O)(=O)C3)c2Cl)cc(OC)c1OC (configuration not stated)
  i	3	2	0	-0.8	-4	-1	1.4	2	-1.9
- COc1ccc(/C=C/CN2CCC(Oc3ccc(C(=O)N4CCCCC4)cc3)CC2)cc1
  i	2	-2	-1	-0.5	-1	-2	-0.2	-2	2.2
- O=C(Cc1ccc(NC(=O)C2CCN(C(=O)C3CCCC3)CC2)cc1)Nc1cccc(C(=O)N2CCCCC2)c1
  i	-8	1	-2	-0.1	0	6	-0.3	13	-1.7
- O=C(NCc1ccccc1C(F)(F)F)C1CCC(=O)N(C2CCCCCC2)C1 (configuration not stated)
  i	-6	0	0	-0.2	-3	6	0.2	2	-0.6
- CN(Cc1ccccc1)C(=O)c1csc([C@@H]2O[C@H](CO)[C@@H](O)[C@H]2O)n1
  i	nt	8	-5	-0.2	0	10	0.3	-2	-0.5
- CC(=O)N1CCN(C(=O)Cn2c(=O)oc3ccccc32)CC1
  i	-13	-1	4	-0.4	-1	3	2.6	-1	-2.9
- CC(=O)Nc1ccc(S(=O)(=O)N2CCC(C(=O)O)(c3ccccc3)CC2)cc1
  i	16	-1	0	-0.1	3	4	0.1	-3	-1.7
- CC(CCc1ccccc1)NC(=O)CSc1ccccn1 (configuration not stated)
  i	-8	1	1	-0.5	5	3	-0.1	-1	0.3
- COc1cc(NC(=O)COC(=O)c2ccc3ccccc3n2)cc(OC)c1
  i	-1	-2	-1	-0.2	-2	-23	-1.4	7	1.2
- COc1ccccc1NNC(=O)c1cc(C(C)(C)C)nn1Cc1ccccc1
  i	-1	3	2	-0.7	0	3	0.2	2	0.7
- O=C(CCc1nnc(CCC2CCCCC2)o1)NCc1ccon1
  i	-1	1	-1	-1.1	3	-2	0.1	-3	0.7
- O=C(NCCc1ccccc1)C1CCCN1C(=O)Nc1ccccc1 (configuration not stated)
  i	-6	2	-2	0.6	0	-5	-1.0	1	-0.3
- O=[N+]([O-])c1cc([N+](=O)[O-])c(Oc2cc(Cl)ccc2Cl)cc1NC1CCCCCCC1
  i	13	7	4	-0.1	-5	3	-0.3	2	1.4
- CN(C(=O)c1cc2sccc2n1C)C1CCCCC1
  i	-2	1	1	0.0	1	-3	-1.2	-5	-0.2
- CCOC(=O)C1=CN(Cc2ccco2)S(=O)(=O)N(CC)C1c1ccc(F)c(Cl)c1 (configuration not stated)
  i	-4	8	0	0.5	-1	6	-0.2	-1	1.6
